High-throughput results: PubChem, National Center for Advancing Translational Sciences (NCATS)
TbPYK inhibitor – inhibitors of Trypanosoma brucei pyruvate kinase | Q57TT1 | TbPYK enzyme, Kinase-Glo Plus ATP luminescence, 45 min | Potency, µM (doses to about 76.8 µM), without a hit: at the top dose activity, negative = inhibition, usual class: inhibitors | hit rate 0.12% among 410,000 | AID 624173; also: potency is read from the fitted curve at half-maximal effect; % is scaled to controls: 0 for no effect and ±100 for the full control effect; nearly all actives have a fitted effect of over 50% in size
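T. brucei PYK with substrate was exposed to pin-transferred compounds across a concentration series, then started with 130 uM ADP (final). After 45 min at room temperature, Kinase-Glo Plus luminescence was read, normalized and curve-fitted.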
Pf growth 48h – inhibits P. falciparum growth in the first generation, 48 h; Potency, µM (doses to about 28.7 µM), without a hit: at the highest dose activity change, negative = inhibition, most hits filed as inhibitors; hit rate 5.9% among 310,000; P. falciparum luciferase growth in erythrocytes, 48 h; also: potency is read from the fitted curve at half-maximal effect; % is scaled to controls: 0 for no effect and ±100 for the full control effect
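Firefly luciferase activity from engineered P. falciparum reports growth; inhibitors lower the luminescent signal. Cultures contained 2% hematocrit erythrocytes at 0.1% final parasitemia.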
LmPK inh – inhibitors of Leishmania mexicana pyruvate kinase; hit rate 0.37% among 290,000; Potency, µM (highest dose often 57.5 µM), for the others: at the highest dose activity change, negative = inhibition, most hits filed as inhibitors; purified LmPK, Kinase-Glo ATP luminescence, 1 h; also: potency is read from the fitted curve at half-maximal effect; % is scaled to controls: 0 for no effect and ±100 for the full control effect
Target sequence (Q27686 whole entry, looked up): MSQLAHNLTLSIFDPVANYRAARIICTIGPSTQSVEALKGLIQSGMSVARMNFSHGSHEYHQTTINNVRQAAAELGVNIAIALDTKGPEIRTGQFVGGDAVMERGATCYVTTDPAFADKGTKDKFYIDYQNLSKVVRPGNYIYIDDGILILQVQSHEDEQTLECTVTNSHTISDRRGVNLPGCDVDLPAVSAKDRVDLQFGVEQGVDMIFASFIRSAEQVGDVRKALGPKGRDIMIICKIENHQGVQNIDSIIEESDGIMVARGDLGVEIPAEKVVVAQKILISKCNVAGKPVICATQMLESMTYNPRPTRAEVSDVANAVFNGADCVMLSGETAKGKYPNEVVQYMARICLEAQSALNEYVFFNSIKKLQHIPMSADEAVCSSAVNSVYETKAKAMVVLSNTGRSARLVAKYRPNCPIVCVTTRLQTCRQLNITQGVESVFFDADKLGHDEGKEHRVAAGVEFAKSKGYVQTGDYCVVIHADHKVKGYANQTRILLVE
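Screened at intermediate enzyme activity to detect both inhibitors and activators: LmPK at 0.1 nM, with a 0.5 nM enzyme column as activation reference. PEP 0.5 mM, ADP 0.1 mM; ATP detected by luminescence after 1 h.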
HCV inhibitor – HCV inhibition | Huh7.5.1 HCVcc-Cre infection, luciferase reporter, 44 h | Potency, µM (series often up to 41.8 µM), for inactives: at the top dose activity change, negative = inhibition, usual class: inhibitors | hit rate 3.4% among 340,000 | AID 651820; also: potency is read from the fitted curve at half-maximal effect; % is scaled to controls: 0 for no effect and ±100 for the full control effect
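Compounds are dispensed onto cells plated 4 h earlier at 1,000 per well, with HCVcc-Cre virus (about 0.5 moi) added next. Following 44 h of culture, luminescent signal is measured for 15 sec after 15 min with substrate at room temperature.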
Shiga inhibitor – inhibitors of Shiga toxin in Vero cells. Vero cells, Shiga toxin protein synthesis inhibition reporter. inhibition, % at 38.7 µM. hit rate 9.2% among 290,000. AID 2315; in the data active = inhibition mostly above about 28%, no sharp cut-off; inactive = mostly below about 43%; also: 0% is about no effect
Pf growth 96h – inhibits malaria parasite growth, 96 h | AID 504834 | P. falciparum luciferase reporter growth, 96 h | hit rate 6.9% among 320,000 | Potency, µM (series often up to 28.7 µM), without a hit: top-dose activity change, negative = inhibition, actives largely listed as inhibitors; also: potency is read from the fitted curve at half-maximal effect; % is scaled to controls: 0 for no effect and ±100 for the full control effect
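Two-generation exposure (96 h) targets delayed-death phenotype. Reporter parasites carrying integrated firefly luciferase, in red cells at 2% hematocrit and 0.05% parasitemia final, kept at 37 C, 5% CO2; luminescence loss indicates inhibition.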
Cycloheximide cs – counter-screen hit for Shiga toxin inhibitors, cycloheximide | cell reporter, cycloheximide protein synthesis inhibition counterscreen | max response, % | hit rate 12% among 300,000 | AID 2314; in the data active = max response mostly above about 13%, no sharp cut-off; inactive = mostly below about 14%; also: read at 38.3 µM for the half of the compounds with a filed dose; 0% is about no effect
Active calls of the source: *; ? = inconclusive; · = not tested or not shown; [ ] = another dose, or the depositor's remark. Unless noted, calls follow the shape of the dose curve; as a rule, active = well fitted curve in the direction sought with a large enough effect; inconclusive = small, poorly fitted or top-dose-only effect, or another doubt; inactive = no such curve, though single readings can be large; an effect the other way counts as inactive or inconclusive.

item | Compound | TbPYK inhibitor | Pf growth 48h | LmPK inh | HCV inhibitor | Shiga inhibitor | Pf growth 96h | Cycloheximide cs
1 | Cc1c(C(=O)N2CC3(CC(c4cccc(NC(=O)CC(c5ccccc5)c5ccccc5)c4)=NO3)C[C@@H]2C(N)=O)cc([N+](=O)[O-])cc1[N+](=O)[O-] (stereo partly specified) | -1.5% | 11.7µM* | -0.1% | -19.1% | -7.2 | ? | -2.9
2 | Cc1cc2ccccc2n2c(SCC(=O)N3CCN(C(=O)c4ccco4)CC3)nnc12 | · | 37.9%[activator] | 2.9% | · | -14.5 | ? | 6.8
3 | Cc1nnc(SC(C)C(=O)Nc2sc3c(c2C#N)CCCC3)[nH]c1=O (stereo unspecified) | 2.4% | 5.3% | -0.2% | 8.8% | 4.1 | 1.9% | 3.2
4 | O=C(CSc1nnc2ccc(-c3cccnc3)nn12)Nc1ccc(F)cc1 | -11.1% | 0.1% | · | 2.2%[8.37 µM] | · | ? | ·
5 | Fc1ccc(OCc2cc(-c3ccccc3)no2)cc1 | 0.1% | · | 3.5% | -3.0% | 89.5* | 81.5%[activator] | 69.4*
6 | Cc1noc(C)c1COc1cccc(C(=O)N2CCN(C/C=C/c3ccccc3)CC2)c1 | 2.7% | 10.4µM* | -8.0% | ? | -7.3 | · | -0.7
7 | CN(CC(=O)NCc1ccncc1)S(=O)(=O)c1cc(Cl)ccc1Cl | 4.9% | -2.7% | -4.8% | 4.5% | -2.9 | 20.4% | -3.7
8 | COc1ccc(S(=O)(=O)N2CCN(C(=O)c3cc(C)oc3C)CC2)cc1OC | -7.4% | 5.1% | · | 5.4% | · | ? | ·
9 | CCOC(=O)c1ccc(NS(=O)(=O)c2ccc3c(c2)oc(=O)n3C)cc1 | 2.2% | 0.4% | 1.3% | 12.0% | -1.5 | 30.6%[activator] | -3.4
10 | O=C(NC(=C(Cl)Cl)S(=O)(=O)c1ccc(Cl)cc1)c1ccccc1 | 2.4% | -8.9% | 10.8% | ? | 89.6* | 9.2% | 56.6*
11 | CSC(C(=O)c1cc2ccccc2o1)c1ccccc1 (stereo unspecified) | 0.4% | 12.4% | · | -4.7% | · | 17.6% | ·
12 | CC(=O)NCC(=O)N1CCCC(C(=O)c2ccc3c4c(cccc24)CC3)C1 (stereo unspecified) | 1.9% | 15.0% | -5.3% | 5.2% | -18.1 | ? | -1.4
13 | Cc1c(NC(=O)C23CC4CC(CC(C)(C4)C2)C3)c(=O)n(-c2ccccc2)n1C | -4.1% | 4.2% | -4.2% | 15.3% | -20.5 | -19.7% | 7.0
14 | Cc1cc(C)cc(NC(=O)C2CCC(CNC(=O)[C@@H]3Cc4ccccc4CN3)CC2)c1 (stereo partly specified) | -2.5% | -11.5% | 6.5% | -23.9% | 2.1 | -9.1% | -4.1
15 | COc1ccccc1C(=O)NCCC(=O)Nc1ccc(OC(F)(F)F)cc1 | 10.0% | ? | 2.5% | 5.4% | -12.2 | -11.0% | -2.1
16 | Cc1ccc(S(=O)(=O)NCCC(=O)Nc2ccc(Cl)c(Cl)c2)cc1C | 6.0% | 4.1% | -0.2% | 9.7% | -11.2 | -14.5% | -4.0
17 | O=C(c1cccc(Br)c1)N1CCN(c2ccc(N3CCOCC3)nn2)CC1 | -0.1% | -14.4% | · | 1.7%[8.37 µM] | · | ? | ·
18 | CC(=O)N1CCN(C(=O)c2ccc(NS(=O)(=O)c3ccc4[nH]c(=O)[nH]c4c3)cc2)CC1 | -7.1% | -3.9% | · | 1.4% | · | -0.1% | ·
19 | COCCN(C(=O)CSc1nnc(-c2ccc(C(C)(C)C)cc2)n1N)c1c(N)n(CC(C)C)c(=O)[nH]c1=O | 4.0% | ? | · | 2.9% | · | -24.9% | ·
20 | c1ccc2c(c1)SCc1nnc(-c3ccncc3)n1-2 | -1.9% | 6.7% | 5.5% | 2.7% | -14.0 | -0.2% | -2.3
21 | COC(=O)c1ccc(Cn2nnc3c(=O)[nH]c(C4CCN(S(=O)(=O)c5ccc(F)cc5)CC4)nc32)cc1 | -0.3% | ? | -6.3% | 8.8% | 4.6 | ? | -9.4
22 | Cc1ccc(Cl)c(OCC(=O)Nc2cc(S(=O)(=O)N3CCOCC3)ccc2N2CCCC2)c1 | 1.1% | 11.7µM* | -1.5% | -28.7% | -6.7 | 8.28µM* | -0.5
23 | O=C(COc1ccc(F)cc1)Nc1ccc(-n2cnnn2)cc1 | -10.7% | ? | -1.3% | 16.0% | -25.2 | -10.8% | -2.7
24 | CC(C)(C)c1cc(N/C=C\c2nnnn2-c2ccc(Br)cc2)no1 | -7.1% | 0.7% | 2.3% | -1.6% | -8.7 | -3.8% | -0.4
25 | Cc1ccc2c(c1)-c1c(cnn1CC(=O)N(Cc1ccco1)C1CCCCC1)CO2 | -5.0% | ? | -0.2% | -21.7% | -3.1 | 22.2% | -3.8
26 | O=C(COC(=O)c1cccc(OC(F)F)c1)NC(=O)NC1CCCCC1 | -10.5% | 2.9% | · | ? | · | 81.3%[activator] | ·
27 | O=C(NCc1ccc2c(c1)OCO2)c1cc([N+](=O)[O-])ccc1N1CCCCC1 | 1.0% | -5.0% | 5.6% | ? | -6.1 | ? | -2.9
28 | COc1cccc(C2[C@H](C)C3(CCN2C)OCCO3)c1 (stereo partly specified) | -5.0% | -6.2% | 0.9% | -2.2% | -14.3 | 10.7% | -2.6
29 | CCC(=O)Nc1ccc(S(=O)(=O)Nc2c(NC)c3ccccc3oc2=O)cc1 | 2.8% | -19.6% | -0.5% | ? | 8.7 | ? | 11.0
30 | CCOc1ccc(NC(=O)C2CCCN(S(=O)(=O)c3ccc(-n4cnnn4)cc3)C2)cc1 (stereo unspecified) | -6.0% | 16.0% | -7.1% | 10.0% | 2.8 | ? | -7.3
31 | CCN(CC)CCNC(=O)Cc1c(C(=O)O)n(C)c2ccccc12 | -3.2% | -2.1% | 2.5% | 19.4% | 11.5 | 62.9%[activator] | 0.9
32 | Cc1ccc2c(c1)N=C(c1ccc(Cl)cc1)CO2 | -8.3% | · | ? | -11.7% | 56.2* | 68.2%[activator] | 53.1*
33 | COc1ccc(Cc2[nH]n3c(=O)cc(C(C)C)nc3c2-c2ccccc2)cc1 | 3.7% | ? | -3.1% | ? | -16.8 | 104.4%[activator] | -4.1
34 | Cc1ccc(S(=O)(=O)N2CCN(C(=O)CSc3ncn[nH]3)CC2)c(C)c1 | -3.5% | -5.0% | · | 8.1%[8.37 µM] | · | -9.1% | ·
35 | O=C(O)Cc1csc(-c2ccc(F)cc2)n1 | -0.4% | -7.0% | -0.8% | 20.9% | -11.8 | 18.8% | 5.9
36 | CCn1c(C)nc2cc(C(=O)N/N=C(\C)c3ccc(OC)cc3O)ccc21 | 3.1% | ? | 5.0% | ? | 3.3 | ? | -1.8
37 | Cc1nc2sc(C(c3cccc(F)c3)N3CCC(C)CC3)c(O)n2n1 (stereo unspecified) | -0.8% | -19.4% | 3.6% | -1.6% | 8.1 | 14.7% | 0.7
38 | Cc1ccc(S(=O)(=O)CCC(=O)Nc2nnc(-c3ccccc3S(C)(=O)=O)o2)cc1 | -4.8% | -29.4% | · | 10.3% | · | ? | ·
39 | Nc1cccc(C(=O)Nc2ccccc2Cl)c1 | 4.8% | 41.6%[activator] | -8.6% | -16.9% | 52.5 | 43.3%[activator] | 16.4
40 | CC1CN(CCCOc2ccccc2-c2ccccc2)CC(C)O1 (stereo unspecified) | -4.4% | ? | 0.5% | -15.9% | -10.7 | -17.6% | -3.0
41 | Cc1ccc(-c2noc(CSc3nnnn3C3CCCCC3)n2)cc1 | -2.7% | · | 0.1% | ? | -3.6 | -20.0% | -2.6
42 | Cn1c(N)c(C(=O)COC(=O)c2ccc(Cl)c(S(=O)(=O)N3CCCCC3)c2)c(=O)n(C)c1=O | -9.7% | -17.0% | 0.2% | ? | -9.6 | -21.4% | 5.4
43 | Nc1nc(SCc2ccc(F)cc2)n[nH]1 | 2.1% | -0.4% | 10.1% | 8.6% | · | 7.9% | 9.3
44 | O/N=C(\c1ccccc1)c1nccc2ccccc12 | 1.2% | -15.5% | -1.7% | 16.5% | 11.8 | 30.1%[activator] | 7.6
45 | CCOC(=O)c1ccc(N=Cc2nc3ccccc3n2C)cc1 | 9.7% | 31.0%[activator] | 4.6% | -3.6% | -6.2 | 23.7% | 11.1
46 | COC(=O)C1=C(c2ccc(-c3ccccc3)c(F)c2)C[C@@H]2CC[C@H]1N2C(=O)NC1CC1 | -11.3% | 4.65µM* | · | 10µM* | · | 2.94µM* | ·
47 | COc1ccc(Cl)cc1-c1n[nH]c(=S)n1Cc1ccccc1 | ? | -0.9% | ? | 0.3% | -2.7 | ? | 1.0
48 | O=C(CSc1ccccc1F)NC1CCS(=O)(=O)C1 (stereo unspecified) | -0.4% | -2.6% | 2.8% | -3.2% | -19.2 | 26.2% | 1.3
49 | CNC(=S)NNC(=O)Cn1ccc(C)n1 | 2.1% | -1.6% | -3.3% | · | -13.5 | 2.4% | 1.0
50 | COC(=O)c1c(C(=O)OC)c(-c2ccc(C)cc2)n2c1CS(=O)(=O)C2 | -8.2% | · | 6.5% | -13.9% | -3.3 | 1.65µM* | -6.1
51 | Cc1ccc2c(c1)N(CC(=O)NCc1cccs1)C(=O)CO2 | 0.7% | 6.8% | 0.4% | · | 10.2 | -6.9% | 1.1
52 | CN1CCc2c(sc(NC(=O)c3ccc(S(=O)(=O)N4CCCC4)cc3)c2C(N)=O)C1 | -3.3% | ? | -10.6% | -10.5% | -28.2 | ? | -1.6

Among those listed so far, eight contain an aryl thioether with sulfur outside any ring:
item | Compound | TbPYK inhibitor | Pf growth 48h | LmPK inh | HCV inhibitor | Shiga inhibitor | Pf growth 96h | Cycloheximide cs
2 | Cc1cc2ccccc2n2c(SCC(=O)N3CCN(C(=O)c4ccco4)CC3)nnc12 | · | 37.9%[activator] | 2.9% | · | -14.5 | ? | 6.8
3 | Cc1nnc(SC(C)C(=O)Nc2sc3c(c2C#N)CCCC3)[nH]c1=O (stereo unspecified) | 2.4% | 5.3% | -0.2% | 8.8% | 4.1 | 1.9% | 3.2
4 | O=C(CSc1nnc2ccc(-c3cccnc3)nn12)Nc1ccc(F)cc1 | -11.1% | 0.1% | · | 2.2%[8.37 µM] | · | ? | ·
19 | COCCN(C(=O)CSc1nnc(-c2ccc(C(C)(C)C)cc2)n1N)c1c(N)n(CC(C)C)c(=O)[nH]c1=O | 4.0% | ? | · | 2.9% | · | -24.9% | ·
34 | Cc1ccc(S(=O)(=O)N2CCN(C(=O)CSc3ncn[nH]3)CC2)c(C)c1 | -3.5% | -5.0% | · | 8.1%[8.37 µM] | · | -9.1% | ·
41 | Cc1ccc(-c2noc(CSc3nnnn3C3CCCCC3)n2)cc1 | -2.7% | · | 0.1% | ? | -3.6 | -20.0% | -2.6
43 | Nc1nc(SCc2ccc(F)cc2)n[nH]1 | 2.1% | -0.4% | 10.1% | 8.6% | · | 7.9% | 9.3
48 | O=C(CSc1ccccc1F)NC1CCS(=O)(=O)C1 (stereo unspecified) | -0.4% | -2.6% | 2.8% | -3.2% | -19.2 | 26.2% | 1.3

Random draw from the library. About 24% of those tested had a hit in this group.
